BL2 CD40 inh – CD40 pathway inhibition in BL2 cells; BL2 NF-kB luciferase reporter, CD40L-induced, 4 h; inhibition, % at 10 µM; 83,000 compounds, 0.94% hits; AID 1053188;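 active means mean inhibition of at least 50% with a set share of replicates also reaching that level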;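 further: 0% = neutral control wells and 100% = IKK inhibitor VII at 50 µM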
The depositor's hits bear a star; & = joins results of further samples; ! = a repeat was not active; [ ] = another dose, or the depositor's remark.

BL2 CD40 inh	molecule
-40.6	c1csc(-c2nn3c(C4COc5ccccc5O4)nnc3s2)c1 (stereo unspecified)
6.1	CC(C)[C@H](NC(=O)c1ccccc1F)C(=O)NNC(=O)c1cccs1
-0.1	O=C(NC1CC1)C1CCN(S(=O)(=O)c2ccc(Cl)cc2)CC1
4.4	CCOC(=O)N=S(N)(=O)c1ccccc1 (stereo unspecified)
8.9	CCOC(=O)c1nc(Nc2ccccc2C)c2ccccc2n1
-104.3	O=C(Nc1ccc(F)cc1)c1nsc(Cl)c1Cl
1.2	O=C(Nc1ccccc1)C1CCCN1C(=O)NCc1ccccc1 (stereo unspecified)
-88.8	CC(C)c1ccc(NC(=O)NN2CCOCC2)cc1
3.9	Cc1nn(CC(=O)Nc2ccncc2)c(C)c1[N+](=O)[O-]
4.3	CC(=O)OC1C=CN(C(C)=O)C(SC(C)(C)C)C1(C)O (stereo unspecified)
12.8	COc1ccccc1N1CCN(C(=O)c2cc3c(C)nn(-c4ccccc4)c3s2)CC1
-36.1	CCOC(=O)C1(CCc2ccccc2)CCN(C(=O)CN2C(=O)CSC2=O)CC1
0.7[25 µM]	COCC(=O)N1C[C@@H]2[C@H](c3ccccc31)[C@@H](CO)N2C(=O)c1ccccc1F
-9.8	Cc1cc(C)c(C)c(S(=O)(=O)N2CCC(C(=O)NCc3ccco3)CC2)c1C
0.5	O=C(C[C@H]1C[C@@H]2c3cc(NC(=O)NC4CCCCC4)ccc3O[C@@H]2[C@H](CO)O1)NC1CCCC1
-50.1	COc1ccc(C(=O)COc2nc(C)cc(C)c2C#N)cc1
7.3	O=C1N(CCCCN2C(=O)C3(OCCO3)c3ccccc32)c2ccccc2C12OCCO2
10.6[25 µM]	CCCNC(=O)Nc1ccc2c(c1)OC[C@@H](C)N(Cc1cncnc1)C[C@H](C)[C@@H](OC)CN(C)C2=O
1.6	FC(F)(F)c1cccc(CN2[C@@H]3CNC[C@H]2C3c2ccc(-c3ccncc3)cc2)c1 (stereo partly specified)
-18.9[25 µM]	C/C=C/c1ccc([C@H]2[C@H]3CN(C(=O)Nc4cccc(OC)c4)CC(=O)N3[C@H]2CO)cc1
11.9	Cc1ccc(C)n1-c1nnc(N2CCC(C(=O)N3CCN(C)CC3)CC2)s1
1.0	CC(C)NC(=O)N(C)C[C@@H]1OCc2ccccc2-c2c(n(C)c3ccccc23)C(=O)N([C@H](C)CO)C[C@H]1C
-44.7	c1ccc(-c2nc(-c3cccnc3)n[nH]2)cc1
19.9	CC(=O)OCC(=O)[C@@]1(O)CC[C@H]2[C@@H]3CCC4=CC(=O)C=C[C@]4(C)[C@H]3[C@@H](O)C[C@@]21C
-12.9	C[C@H](CO)N1C[C@H](C)[C@@H](CN(C)S(=O)(=O)c2ccc(C#N)cc2)OCc2ccccc2-c2ccccc2C1=O
-6.4	Cc1csc(=O)n1CC(=O)OCC(=O)c1ccc(Br)cc1
17.5	O=C(NC1CSCC1OC(=O)c1ccccc1)c1ccccc1 (stereo unspecified)
6.9	CSCCC(NS(=O)(=O)c1cccs1)C(=O)NCc1cccs1 (stereo unspecified)
4.6	CCCc1c(C(=O)OCC)[nH]c2c1C(=O)CCC2
16.7	Cc1[nH]c2ccccc2c1/C=C(\C#N)S(=O)(=O)c1ccccc1
5.5	O=C(COc1ccc(S(=O)(=O)N2CCCCC2)cc1)N1CCOCC1
-43.0	CN(C)S(=O)(=O)c1ccc(C(=O)NCCN2C(=O)S/C(=C\c3cccnc3)C2=O)cc1
-3.5	CCOC(=O)c1c(SC)nc(SC)c2c1CCC2
-2.0[25 µM]	CC(=O)NC(Cc1c[nH]c2ccccc12)C(=O)OCc1cc(C(F)(F)F)cc(C(F)(F)F)c1 (stereo unspecified)
7.3	OCCCc1n[nH]c(=S)n1-c1ccccc1
6.4	Cc1ccc(NC(=S)NC2CCN(Cc3ccccc3)CC2)cc1C
12.1[25 µM]	Cc1ccccc1S(=O)(=O)N1CCCCN2[C@H](C1)[C@H](c1ccc(-c3cccc(F)c3)cc1)[C@@H]2CO
-0.1	O=C(CC(=O)NN=C1CCCCCC1)NCc1cccnc1
15.3	Cc1cc(N2CCN(Cc3cn(C)nc3-c3cccc(Cl)c3)CC2)cc(C)n1
-44.1	Nc1c(C(=O)NCc2ccco2)nnn1-c1ccccc1
6.1	COC(=O)c1c(N2C(=O)[C@H]3[C@@H](C2=O)[C@]2(C(=O)Nc4ccccc42)N2CCC[C@@H]32)sc(C)c1C
-4.0	COc1ccccc1NC(=O)CN1CCN(C2c3ccccc3-c3ccccc32)CC1
-10.8	O=C(Cn1nnc(-c2cccs2)n1)NCc1cccs1
-73.9	COc1ccccc1-c1nnc(NC(=O)c2ccc3ncsc3c2)o1
-6.4[25 µM]	Cc1cccc(-c2ccccc2[C@@H]2[C@H](C#N)N(c3ncc(-c4ccccc4)s3)[C@H]2CO)c1
-2.8	CCN(CC(=O)NCc1cccs1)C(=O)/C=C/c1ccc(C)cc1
4.7	c1ccc(CSC2=NCCCN2)cc1
14.1	CS(=O)(=O)NCc1ccc(C(=O)NCc2ccccc2)cc1
-7.9[25 µM]	CN(C)C(=O)C[C@@H]1CC[C@@H]2[C@H](COC[C@H](O)CN2S(=O)(=O)c2ccccc2Cl)O1
-3.5	O=C(COc1ccc(Cl)cc1)NNC(=O)c1ccc(=O)[nH]c1
-22.4	Cc1ccc2nc(SC(C)C(=O)N3CCCCC3)[nH]c2c1 (stereo unspecified)
-2.9	CC(OC(=O)Cc1ccc(Cl)cc1)C(=O)NC1CCCCC1C (stereo unspecified)
8.3	Cc1cc(/C=C/C(=O)O)c(C)n1-c1ccc(Cl)cc1
13.7[25 µM]	O=S(=O)(c1cccs1)N1CCCCN2[C@H](CO)[C@H](c3ccc(/C=C/c4ccccc4)cc3)[C@H]2C1
-31.1	COc1ccc(-c2nnn(CC(=O)N(CC3CCCO3)C(C(=O)NC(C)(C)C)c3ccco3)n2)cc1OC (stereo unspecified)
-0.5	Cc1[nH]c2ccccc2c1C(=O)C(C)OC(=O)C1CCC1 (stereo unspecified)
-16.8	O=C(CN1CCOCC1)OCCCc1ccccc1
4.1	CC1CCN(C(=O)c2ccc(S(=O)(=O)N3CCOCC3)cc2)CC1
27.9	N=c1n(CC(=O)c2ccc([N+](=O)[O-])cc2)c2ccccc2n1Cc1ccccc1
-22.8	COc1ccc(C(CNS(=O)(=O)c2cccc(F)c2)N2CCCC2)cc1 (stereo unspecified)

Other compounds
BL2 CD40 inh	molecule
11.3	CC(=O)c1cccc(OC(=O)Oc2cccc(C(C)=O)c2)c1
4.0	O=C(CN1CCN(Cc2ccccc2)CC1)NC(=O)NCc1ccco1
16.5	O=C(NCCCN1CCCCC1)C1CC(=O)N(CCc2ccccc2)C1 (stereo unspecified)
8.5	CCC(C(=O)OCn1nnc2ccccc2c1=O)c1ccccc1 (stereo unspecified)
6.3	Cc1ccc(S(=O)(=O)N(C)C)cc1NC(=O)COC(=O)CCNS(=O)(=O)c1ccccc1
1.3	Cc1ccc2c(c1)N(CCC(=O)NCc1ccco1)C(=O)CO2
8.6	c1ccc2[nH]c(CCCCCc3nc4ccccc4[nH]3)nc2c1
-0.7	O=C(COC(=O)c1ccc(S(=O)(=O)N2CCOCC2)cc1)Nc1ccccc1F
2.3	COc1ccc(C(C)=NNC(=O)c2cccc(S(=O)(=O)N3CCCC3)c2)cc1
6.3	Cc1ccc(S(=O)(=O)N(C)CC(=O)N2CCN(C(=O)c3ccco3)CC2)cc1
3.5	CCOC(=O)Cn1nc(C)cc1NC(=O)c1cccnc1
-29.3[25 µM]	C[C@H]1CN([C@@H](C)CO)C(=O)c2c(c3ccccc3n2C)-c2ccccc2CO[C@H]1CN(C)Cc1ccc2c(c1)OCO2
14.0[25 µM]	CCN1[C@@H]2c3ccc(-c4ccccc4OC)c(=O)n3C[C@@H]2[C@@H](CO)[C@@H]1C(=O)NCc1ccc(F)cc1
-11.5[25 µM]	CO[C@H](CN(C)Cc1ccc2c(c1)OCO2)[C@H](C)CN(C(=O)Nc1ccc(F)cc1)[C@@H](C)CO
9.7	COc1ccccc1OCC(=O)Nc1ccccc1C(=O)NCc1cccnc1
-16.1	COc1ccc(C(=O)OCn2nnc3ccccc3c2=O)cc1
-9.8	COC(=O)[C@@H]1[C@@H](CO)[C@@H]2Cn3c(ccc(C4=CCCC4)c3=O)[C@@H]2N1C(=O)C1CCCC1
-2.9	COc1ccc(NC(=O)N(C)C[C@H]2OCCCC[C@@H](C)Oc3ccc(NC(=O)Nc4ccccc4)cc3C(=O)N([C@H](C)CO)C[C@@H]2C)cc1
14.7	c1ccc(-c2csc3nnc(SCc4ccc5c(c4)OCO5)n23)cc1
-37.2	Cc1nc(N2CCOCC2)c2cc(-c3ccccc3)sc2n1
1.0	Cc1nn(C)c(C(=O)N/N=C/c2cccnc2)c1Br
3.7	O=C(NCc1ccccc1)NC1CCS(=O)(=O)C1 (stereo unspecified)
-58.3	O=C(C1CCCC1)N1CC[C@@H]2[C@H]1c1cc(-c3cccc(F)c3)ccc1N[C@@H]2CO
2.7	Cc1nn(C)c(C)c1NC(=O)C12CC3CC(CC(C3)C1)C2
0.6	CCOc1ccc(-c2cc(C(=O)NCc3ccc(C(F)(F)F)cc3)[nH]n2)c(C)c1
10.8	COC(=O)c1nnn(-c2nonc2N)c1-c1cccs1
-2.1[25 µM]	COc1ccccc1C#Cc1ccc2c(c1)[C@@H]1[C@@H](CCN1S(=O)(=O)c1cccc(C)c1)[C@H](CO)N2
-52.9	O=C(Nc1ccccc1)Oc1cccc2cccnc12
9.0	COc1ccc(C(=O)C23CC4CC(C2)CC(C(=O)c2ccc(OC)cc2)(C4)C3)cc1
1.9	C[C@H]1CN([C@@H](C)CO)C(=O)c2c(c3ccccc3n2C)-c2ccccc2CO[C@@H]1CN(C)Cc1ccc(O)cc1
1.9	O=S(=O)(c1ccc(=S)[nH]c1)N1CCN(Cc2ccccc2)CC1
17.7	CCn1c(=O)c2cc(S(=O)(=O)NCCOc3ccccc3)ccc2n(CC)c1=O
6.7[25 µM]	C/C=C/c1ccc([C@H]2[C@H](CO)N(S(C)(=O)=O)[C@H]2CNCC2CCC2)cc1
-1.4	CC1(C(=O)NS(=O)(=O)c2ccc(F)cc2F)CCN1C(=O)c1cccc(F)c1 (stereo unspecified)
1.0&-0.3	O=C(CCn1c(=O)sc2ccccc21)NCCC1=CCCCC1
11.3	C[C@H](NC(=O)N(C)C[C@@H]1OCc2ccccc2-c2c(n(C)c3ccccc23)C(=O)N([C@H](C)CO)C[C@H]1C)c1ccccc1
7.3[25 µM]	C[C@@H]1CN([C@@H](C)CO)C(=O)CCCn2cc(nn2)CO[C@@H]1CN(C)C(=O)NC1CCCCC1
-18.8	NC(=O)c1ccsc1NC(=O)CS(=O)(=O)c1ccc(F)cc1
41.9	Cc1csc(NC(=O)c2cnc3ccccc3n2)n1
63.0*!	COc1cccc(-c2ccc(C3[C@@H]4CN(C(=O)C5CC5)C[C@H]3N4)cc2)c1 (stereo partly specified)
6.8[25 µM]	C[C@H](CO)N1C[C@H](C)[C@@H](CN(C)C(=O)Nc2cccc3ccccc23)OCc2cn(nn2)CCCC1=O
-2.8[25 µM]	Cc1noc(C)c1S(=O)(=O)N(C)C[C@H]1OCc2ccccc2-c2ccccc2C(=O)N([C@H](C)CO)C[C@H]1C
-4.4	COc1ccccc1NC(=O)Nc1nnc(CC(=O)Nc2ccccc2)s1
-18.4[25 µM]	C[C@H]1CN([C@@H](C)CO)C(=O)c2cc(-c3cccc(C#N)c3)cnc2O[C@@H]1CN(C)C(=O)C1CCOCC1
3.5	N#C[C@H]1[C@@H](c2ccc(-c3ccccc3F)cc2)[C@H](CO)N1C(=O)C1CC1
4.5	Cc1ccc(/C([O-])=C(/C(=S)NCc2ccc3c(c2)OCO3)[n+]2ccc(N(C)C)cc2)c(C)c1
12.1	C[n+]1ccc(C(=O)NCCC[N+](C)(C)C)cc1/C=N/O
-1.0	CN1c2ccc(-c3cccc(C#N)c3)cc2[C@@H]2[C@@H](CCN2C(=O)C2CCC2)[C@@H]1CO
1.6	CO[C@@H]1CN(C)C(=O)c2ccc(NC(=O)C3CC3)cc2OC[C@H](C)N(Cc2cccnc2)C[C@@H]1C
-0.9	C=C(C)c1cccc(C(C)(C)NC(=O)NC2CCCC2)c1
-0.6	C[C@@H]1CN([C@@H](C)CO)C(=O)c2c(c3ccccc3n2C)-c2ccccc2CO[C@@H]1CN(C)CC1CC1
-12.7	COc1ccc(-c2noc(COC(=O)c3ccco3)n2)cc1OC

A run of entries from the list above:
BL2 CD40 inh	molecule
-40.6	c1csc(-c2nn3c(C4COc5ccccc5O4)nnc3s2)c1 (stereo unspecified)
6.1	CC(C)[C@H](NC(=O)c1ccccc1F)C(=O)NNC(=O)c1cccs1
-0.1	O=C(NC1CC1)C1CCN(S(=O)(=O)c2ccc(Cl)cc2)CC1
4.4	CCOC(=O)N=S(N)(=O)c1ccccc1 (stereo unspecified)
8.9	CCOC(=O)c1nc(Nc2ccccc2C)c2ccccc2n1
-104.3	O=C(Nc1ccc(F)cc1)c1nsc(Cl)c1Cl
1.2	O=C(Nc1ccccc1)C1CCCN1C(=O)NCc1ccccc1 (stereo unspecified)
-88.8	CC(C)c1ccc(NC(=O)NN2CCOCC2)cc1
3.9	Cc1nn(CC(=O)Nc2ccncc2)c(C)c1[N+](=O)[O-]
4.3	CC(=O)OC1C=CN(C(C)=O)C(SC(C)(C)C)C1(C)O (stereo unspecified)
12.8	COc1ccccc1N1CCN(C(=O)c2cc3c(C)nn(-c4ccccc4)c3s2)CC1
-36.1	CCOC(=O)C1(CCc2ccccc2)CCN(C(=O)CN2C(=O)CSC2=O)CC1
0.7[25 µM]	COCC(=O)N1C[C@@H]2[C@H](c3ccccc31)[C@@H](CO)N2C(=O)c1ccccc1F
-9.8	Cc1cc(C)c(C)c(S(=O)(=O)N2CCC(C(=O)NCc3ccco3)CC2)c1C

A portion of the library; rates above refer to the full screens.
